# CHO-K1 Ca PAM: nonselective calcium activators in parental CHO-K1 cells, primary screen, counter-screen for M1 PAM project, cell-based, Fluo-8 calcium fluorescence, full deck, 1536-well; ATP EC20; 0% at ATP EC20, 100% at ATP max; activation, % at 3 µM; actives 0.02% (n = 360,000); AID 602247, 2012;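 active means activation above the run cutoff, the mean activation of all test compounds plus 3 SD, cut at about 40% in these data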;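 further: peak over basal fluorescence ratio in a 140 s read after ATP addition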
# TAAR1 antag: human TAAR1 antagonists, primary screen, Fluo-8 calcium fluorescence, CHO RD-HGA16 cells | Trace amine-associated receptor 1 (Homo sapiens), Q96RJ0 | antagonist | inhibition, % at 3 µM | actives 1.5% (n = 360,000);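 active means inhibition above a per-plate cutoff, the mean inhibition of test compounds on that plate plus 3 SD, cut at about 49% in these data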;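 further: 0% = DMSO plus EC80 beta-PEA response and 100% = DMSO alone without agonist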
# Target sequence (Q96RJ0 whole entry, looked up): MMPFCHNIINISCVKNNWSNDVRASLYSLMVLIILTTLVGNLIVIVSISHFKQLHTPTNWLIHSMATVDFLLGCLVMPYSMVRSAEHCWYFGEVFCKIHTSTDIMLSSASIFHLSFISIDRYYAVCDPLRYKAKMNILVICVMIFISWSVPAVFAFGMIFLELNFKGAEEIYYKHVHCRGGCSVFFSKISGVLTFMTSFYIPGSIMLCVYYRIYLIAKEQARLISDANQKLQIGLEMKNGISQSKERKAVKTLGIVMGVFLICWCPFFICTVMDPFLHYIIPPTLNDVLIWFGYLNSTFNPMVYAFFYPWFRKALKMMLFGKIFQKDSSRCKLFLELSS
#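 Assay system: RD-HGA16 CHO cells with stable hTAAR1 and Gα16 / Reagent: EC80 β-phenethylamine stimulus / Doses: 3 µM, single point / Timing: dye loading 75 min at 37 °C, then 30 min room temperature / Measured by: Fluo-8 intracellular calcium dye fluorescence, real-time kinetic reads / Controls: vehicle wells and EC80 agonist wells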
# CHRM5 antagonist: human M5 muscarinic receptor antagonists, primary screen, CHO cells, Fluo-8 calcium fluorescence; actives 0.59% (n = 360,000); CHO-hM5 cells, ACh EC80; Muscarinic acetylcholine receptor M5 (Homo sapiens), P08912; inhibition, % at 3 µM;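 active means inhibition above a per-plate cutoff, the mean of that plate's test compounds plus 3 SD, cut at about 27% in these data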;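 further: 0% = acetylcholine EC80 with DMSO and 100% = DMSO without agonist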
# CHRM5 agonist: human M5 muscarinic receptor agonists, primary screen, CHO-K1 cells, Fluo-8 calcium fluorescence. Muscarinic acetylcholine receptor M5 (Homo sapiens), P08912. CHO-K1 hM5 cells; 0% DMSO wells, 100% maximal acetylcholine response. activation, % at 3 µM. actives 0.19% (n = 360,000);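 active means activation above the run's mean over test compounds plus 3 SD, cut at about 23% in these data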;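 further: signal is peak over basal fluorescence ratio across the kinetic read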
# CHRM4 PAM: human M4 muscarinic receptor positive allosteric modulators, primary screen, CHO-K1 cells, Fluo-8 calcium fluorescence; activation, % at 3 µM; CHO-K1 hM4/Gqi5, ACh EC20; 0% = ACh EC20, 100% = maximal ACh; Muscarinic acetylcholine receptor M4 (Homo sapiens), P08173; actives 0.4% (n = 360,000);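 active means activation above its plate's cutoff, the mean activation of sample wells plus 3 SD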; further: some results filed as inactive read as strong as hits
# Target sequence (P08173 whole entry, looked up): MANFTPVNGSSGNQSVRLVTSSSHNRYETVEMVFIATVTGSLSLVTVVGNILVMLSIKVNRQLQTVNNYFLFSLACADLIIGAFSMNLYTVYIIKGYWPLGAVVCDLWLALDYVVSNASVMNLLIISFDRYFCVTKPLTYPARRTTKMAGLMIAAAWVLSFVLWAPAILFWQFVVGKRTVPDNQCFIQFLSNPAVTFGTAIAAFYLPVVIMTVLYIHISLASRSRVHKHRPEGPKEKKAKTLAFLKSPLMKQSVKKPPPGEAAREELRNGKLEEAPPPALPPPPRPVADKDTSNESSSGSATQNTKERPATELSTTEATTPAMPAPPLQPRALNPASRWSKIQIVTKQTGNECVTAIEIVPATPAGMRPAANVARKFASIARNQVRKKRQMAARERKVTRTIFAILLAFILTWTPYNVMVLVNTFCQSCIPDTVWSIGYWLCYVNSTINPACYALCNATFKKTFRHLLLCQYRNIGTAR
# CRFBP-R2 agonist: agonists of CRF-BP/CRF-R2 complex, primary screen, cell-based, HEK293, calcium dye fluorescence, uHTS | actives 0.46% (n = 350,000) | activation, % at 13.2 µM | calcium dye fluorescence (FLIPR); percent of saturating CRF peptide response;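 active means activation of at least 50%, plus an integration ratio under a set limit after plate pattern correction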;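 further: plate controls were neutral control wells without compound for no effect and CRF at EC100 for full effect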
# TAAR1 ag: human TAAR1 agonists, primary screen, Fluo-8 calcium fluorescence, CHO RD-HGA16 cells. activation, % at 3 µM. AID 624467, 2012. vehicle wells 0%, saturating PEA agonist 100%. actives 0.99% (n = 360,000). Trace amine-associated receptor 1 (Homo sapiens), Q96RJ0;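 active means activation above the mean activation of all test compounds in the run plus 3 SD, cut at about 38% in these data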
#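 Assay system: CHO-derived RD-HGA16 cells with stable Gα16 and human TAAR1; timing: 17-24 h seeding, 75 min 37 °C dye, 30 min RT; read-out: % activation from peak over basal fluorescence ratio, DMSO-to-PEA scaled; measured by: kinetic Fluo-8 calcium fluorescence; benchmarks: low control DMSO, high control PEA (EC100); doses: 3 µM single concentration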
# CHRM5 PAM: human M5 muscarinic receptor positive allosteric modulators, primary screen, CHO-K1 cells, Fluo-8 calcium fluorescence; activation, % at 3 µM; CHO-K1 hM5, ACh EC20 PAM; 0% = ACh EC20, 100% = ACh EC100; actives 0.3% (n = 360,000); Muscarinic acetylcholine receptor M5 (Homo sapiens), P08912; AID 624038, 2012;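 active means activation above the run cutoff, the mean activation of all test compounds plus 3 SD, cut at about 18% in these data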
#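 Assay system: CHO-K1 hM5 cells / Incubation: Fluo-8 loading 80 min at 37 °C plus 30 min room temperature / Technique: Fluo-8 calcium dye fluorescence, kinetic read / Repeats: single replicate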
# CRFR2-BP antag: antagonists of CRF-BP/CRF-R2 complex, primary screen, cell-based, HEK293, calcium dye fluorescence, uHTS; CRF-induced calcium fluorescence; inhibition, % at 11.8 µM; actives 0.59% (n = 350,000);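 active means inhibition of the ligand-induced calcium signal above about 50% at the single tested concentration, limit read from the data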
# The depositor's hits bear a star; · = not tested or not shown.
SMILES,CHO-K1 Ca PAM,TAAR1 antag,CHRM5 antagonist,CHRM5 agonist,CHRM4 PAM,CRFBP-R2 agonist,TAAR1 ag,CHRM5 PAM,CRFR2-BP antag
S=c1[nH]nc(-c2ccc(Cl)cc2)n1CCCN1CCOCC1,4.8,-12.2,1.1,-1.4,-1.6,1.1,2.7,6.4,-4.6
Cc1c(NC(=O)COC(=O)c2ccc(O)cc2)c(=O)n(-c2ccccc2)n1C,17.1,11.3,3.1,-1.1,-1.1,3.4,4.1,3.2,0.7
CCOC(=O)C(=CNc1cc(C)ccn1)C(=O)OCC,-13.7,-10.0,-2.7,0.9,6.1,-2.7,0.1,3.0,-7.4
COc1cc(C(O)c2nc(-c3cccc(NC(C)=O)c3)cs2)ccc1F (stereo not given),5.5,17.4,0.2,8.3,0.7,·,9.6,-5.5,·
CN(C)c1ccc(C2/C(=C(/O)c3ccccc3)C(=O)C(=O)N2CCCC(=O)O)cc1 (stereo not given),14.6,-11.3,6.2,5.7,3.0,1.9,0.1,3.5,-2.0
O=C(Nc1nc(-c2ccc3c(c2)OCCO3)cs1)c1ccco1,-2.2,2.4,-5.8,-4.6,-2.2,·,3.7,4.0,·
O=[N+]([O-])c1ccc(N2CCN(S(=O)(=O)c3ccccc3)CC2)cc1NCC1CCCO1 (stereo not given),4.5,-21.1,-0.2,-0.4,2.3,-1.3,5.0,2.9,1.6
Cc1cc(C)nc(SCc2nc3ccccc3n2C)n1,18.7,-1.2,4.1,-6.4,4.5,-1.6,2.0,-5.0,5.0
O=c1oc2ccccc2cc1-c1csc(Nc2nc3c(F)cccc3s2)n1,8.8,3.5,-4.4,0.5,-1.9,2.2,2.8,1.8,-1.3
O=C(NN=C1CCC(=NNC(=O)c2cccnc2)CC1)c1cccnc1,2.6,10.7,3.7,0.9,3.9,-3.0,6.6,-4.8,-10.4
O=C1OCC(CO)(CO)N=C1NNc1ccccc1[N+](=O)[O-],-19.4,-3.0,3.3,2.1,7.3,0.9,-0.3,4.2,-6.6
Cc1cccc(NC(=O)Nc2cccc(Oc3c(F)c(F)c(F)c(F)c3F)c2)c1,20.1,13.1,9.5,-0.1,-3.2,0.4,13.2,-4.2,8.7
COc1ccc(CCNC(=O)c2c(C)nn(-c3ccccc3)c2Cl)cc1,8.1,-24.4,-8.8,-5.9,13.7,-16.1,-0.9,12.7,30.1
COc1ccccc1N1CCN(C(=O)COc2ccc(C)cc2Br)CC1,22.7,-12.9,-4.8,-4.1,5.2,4.0,6.8,-1.1,-3.5
CN(C)C(=O)CCc1ccc2c3c([nH]c2c1)[C@]1(CCC2CCCC2)[C@@H](C(=O)N2CCOCC2)C[C@H](CC(=O)NCCCn2ccnc2)C(=O)N1CC3,-7.4,-12.1,-14.6,-0.3,7.1,-4.2,1.1,1.5,-0.2
Cc1cccn2c(=O)c(C(=O)NC3CC(C)CC(C)(C)C3)c(O)nc12 (stereo not given),16.4,-29.2,-6.8,4.3,7.4,1.0,2.7,9.9,2.1
Cc1ccc(-c2cn(-c3ccccc3F)c(=S)[nH]2)cc1,14.7,-4.8,12.7,-3.7,-2.7,-2.7,-3.1,-0.2,-5.7
O=C(CCC(=O)Nc1ccccc1Cl)NNC(=O)COc1ccc([N+](=O)[O-])cc1,-9.3,8.7,1.8,2.6,3.2,-1.6,10.3,4.0,1.2
CC(C)C[C@@H](CSc1ccc(Br)cc1)N1CCN(C)CCC1=O,-2.9,11.2,6.6,-11.2,7.1,-0.9,6.4,-0.5,-0.8
CCC(C)(C)NC(=O)/C=C/c1cnc2ccccc2n1,12.1,10.7,-7.2,1.9,-1.4,4.5,6.5,-6.5,-24.8
Nc1cc(=O)[nH]c(=S)n1-c1cccc(C(F)(F)F)c1,10.8,13.4,4.4,3.4,7.9,0.6,5.9,1.1,0.9
CNC(C)C(=O)NC(C(=O)N1CCCC1C(=O)Nc1ccc2ncccc2c1)C(C)C (stereo not given),11.9,6.1,-4.8,1.7,28.9*,-2.1,0.2,13.5,-4.5
COc1ccc(CNC(=O)C(c2cccc(C)c2)N(C(=O)c2csnn2)C2CC2)cc1 (stereo not given),1.3,52.5*,10.5,3.0,-6.5,2.2,16.8,-7.4,-7.6
COc1ccc(Nc2nc(Nc3ccc(OC)cc3)nc(-n3[nH]c(=O)c(C)c3C)n2)cc1,7.5,32.3,30.6*,-2.7,-9.2,-0.2,4.8,-17.0,-6.7

# For reference, part of the list above:
SMILES,CHO-K1 Ca PAM,TAAR1 antag,CHRM5 antagonist,CHRM5 agonist,CHRM4 PAM,CRFBP-R2 agonist,TAAR1 ag,CHRM5 PAM,CRFR2-BP antag
COc1ccc(CCNC(=O)c2c(C)nn(-c3ccccc3)c2Cl)cc1,8.1,-24.4,-8.8,-5.9,13.7,-16.1,-0.9,12.7,30.1
COc1ccccc1N1CCN(C(=O)COc2ccc(C)cc2Br)CC1,22.7,-12.9,-4.8,-4.1,5.2,4.0,6.8,-1.1,-3.5
CN(C)C(=O)CCc1ccc2c3c([nH]c2c1)[C@]1(CCC2CCCC2)[C@@H](C(=O)N2CCOCC2)C[C@H](CC(=O)NCCCn2ccnc2)C(=O)N1CC3,-7.4,-12.1,-14.6,-0.3,7.1,-4.2,1.1,1.5,-0.2

# Other entries follow.
SMILES,CHO-K1 Ca PAM,TAAR1 antag,CHRM5 antagonist,CHRM5 agonist,CHRM4 PAM,CRFBP-R2 agonist,TAAR1 ag,CHRM5 PAM,CRFR2-BP antag
Cc1cc(NC(=O)Cc2cn3ccsc3n2)n(-c2ccccc2)n1,11.3,-14.3,-2.4,0.2,6.9,-0.6,2.7,6.5,-6.6
Cc1ccc(C)c(NC(=O)CSc2nc(=O)n(CCN3CCOCC3)c3c2CCCC3)c1,29.2,-7.8,13.2,-0.6,5.3,-1.2,-0.3,2.5,0.8
CCc1ccc(-n2c(SCc3cc(=O)n4cc(Br)ccc4n3)nc3[nH]ncc3c2=O)cc1,2.4,16.1,5.6,0.7,-2.4,0.3,4.1,5.8,-14.6
COC(=O)c1ccccc1NC(=O)C(C)c1ccc([N+](=O)[O-])cc1 (stereo not given),18.9,13.2,-0.2,4.3,-0.9,-2.0,23.1,-4.7,-19.2
COc1ccc(C(=O)c2ccc(N3CCOCC3)c([N+](=O)[O-])c2)cc1,20.4,12.3,1.7,5.4,-7.0,0.0,15.0,-6.2,-25.8
COC(=O)c1ccccc1NC(=O)CNc1cc(Cl)ccc1N1CCOCC1,12.8,30.7,0.4,-1.5,-1.9,-0.7,9.9,-4.6,-38.5
COC(=O)C[N+](C)(C)C/C=C\c1ccccc1,0.2,-14.9,-7.7,-5.2,-6.6,-0.3,5.6,-1.8,-6.6
C=CCN(C(=O)CNC(=O)c1ccco1)C(C(=O)NC1CCCCC1)c1ccccc1F (stereo not given),5.2,-2.2,-3.4,-2.3,1.9,-1.8,10.5,3.8,-2.9
CC(=O)c1cc(-c2ccccc2)n(CC(=O)N2CCC(C)CC2)c1C,-9.1,·,1.6,0.5,3.8,-0.6,·,3.0,0.8
COc1cc(/C=N/N2C(=O)c3ccccc3C2=O)ccc1O,17.2,-19.4,-0.6,-0.8,-1.7,0.2,0.7,0.2,-4.7
CCCCN(CCCC)Cc1cc(=O)oc2cc(C)cc(C)c12,7.0,-40.0,8.0,4.8,-2.3,·,0.2,0.9,·
Cc1ccc([C@H]2C[C@H](O)[C@@H](n3cc(COC(=O)c4ccccc4)nn3)CN2Cc2cccs2)cc1,25.7,-2.6,1.1,1.6,0.4,2.6,-0.2,-1.3,-39.3
Cc1cc(C(=O)O)ccc1NCc1ccncc1,7.0,-7.6,6.8,1.5,-2.4,0.4,14.5,4.0,4.5
O=c1c2[nH]c3ccc(Br)cc3c2ncn1CCCn1ccnc1,2.7,-10.9,-0.7,-4.0,-7.1,6.8,1.7,6.5,9.4
NC(=O)Cn1cnc2c(nnn2-c2cccc(Cl)c2)c1=O,17.4,-7.2,10.7,-3.6,7.0,-2.5,0.4,-1.4,9.1
CCN(C(=O)COC(=O)CNC(=O)c1ccc2ccccc2c1)C1CCS(=O)(=O)C1 (stereo not given),12.1,20.4,5.4,-0.2,1.4,3.7,4.6,2.0,-1.2
N#CC(C(=O)O)=C1CCCC1,2.4,2.6,-9.5,-4.5,19.3,1.5,-0.8,4.1,-1.3
COc1cc(OC)cc(C(=O)N[C@H](C(=O)NNC(=O)c2ccc(Br)cc2)C(C)C)c1,-4.8,-41.7,21.0,-3.3,4.9,-0.4,1.5,-9.3,-7.1
COc1ccc(CCC(=O)Nc2cc([N+](=O)[O-])ccc2OC)cc1,4.7,2.3,-0.5,-2.4,-6.3,0.5,0.9,-1.1,13.8
COc1ccc(/C=C(/NC(=O)c2ccccc2Cl)C(=O)O)cc1,15.0,7.8,8.4,-1.9,-2.5,-1.3,-0.1,-2.8,-4.5
Cc1ccc(C2(C)NC(=O)N(CC(=O)Nc3c(C)n(C)n(-c4ccccc4)c3=O)C2=O)cc1 (stereo not given),20.0,-17.7,-4.8,-0.7,6.9,2.0,0.6,2.6,18.5
CC(=O)N1c2cc3ccccc3cc2N(C(C)=O)c2cc3ccccc3cc21,31.7,-8.1,6.1,0.6,2.2,1.1,15.0,5.0,-36.1
O=C(NCCO)c1ccc2[nH]c3c(c2c1)CCCC3,-13.5,-9.9,0.0,-0.6,-2.5,-0.7,-1.9,-1.1,-8.0
CCNC(=O)CSC1=N/C(=C\c2ccc(O)c(OCC)c2)C(=O)N1c1ccc(OC(F)F)cc1,15.0,-19.6,4.8,1.0,-5.7,4.8,10.7,-7.2,2.8
Cc1noc(C)c1C(=O)OCC(=O)N1CCN(S(=O)(=O)c2ccc3ccccc3c2)CC1,15.6,-3.3,-7.6,-3.5,-12.3,-1.4,-1.0,8.5,20.9
Cc1cccc(CSCCNC(=O)COc2ccc(Cl)cc2)c1,17.5,-7.5,0.2,-3.1,-3.3,1.5,2.6,1.8,-16.7
Cc1cc(Cl)c2oc(C(=O)N(C)CCCN3CCOCC3)c(C)c2c1,-0.7,40.4,7.3,2.0,-7.7,0.0,12.3,-3.5,-3.1
